# Assay outcomes (PubChem BioAssay)
# 12-LOX inh = inhibitors of human 12S-lipoxygenase ALOX12; P18054; purified 12hLO, xylenol orange hydroperoxide absorbance; Potency, µM (series often up to 108 µM), without a hit: at the top dose activity change, negative = inhibition, usual class: inhibitors; 1.1% of 580,000 active; AID 1671190; note: % is set by controls: 0 for no effect and ±100 for the full control effect
#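 Hydroperoxide product was detected by ferrous iron/xylenol orange as the 573 to 405 nm absorbance ratio. Arachidonic acid at 40 uM (final) was turned over for 30 min at room temperature by 150 nM human 12hLO, pH 7.0 Hepes buffer, after 15 min compound preincubation.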
# Vif-A3G inh = blocks the Vif interaction with human APOBEC3G; Potency, µM (titrated, usually from 46.1 µM), inactives show top-dose activity, negative = active, most hits filed as inhibitors; Q9HC16; HeLa A3G-eYFP + Vif (tagged APOBEC3G with the HIV-1 protein that degrades it), YFP fluorescence, overnight; 0.076% of 410,000 active;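 note: % is set by controls: 0 for no effect and ±100 for the full control effect; nearly all actives have a fitted effect of over 60% in size; hits raise eYFP signal because A3G escapes Vif-driven loss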
# Target sequence (Q9HC16 whole entry, looked up): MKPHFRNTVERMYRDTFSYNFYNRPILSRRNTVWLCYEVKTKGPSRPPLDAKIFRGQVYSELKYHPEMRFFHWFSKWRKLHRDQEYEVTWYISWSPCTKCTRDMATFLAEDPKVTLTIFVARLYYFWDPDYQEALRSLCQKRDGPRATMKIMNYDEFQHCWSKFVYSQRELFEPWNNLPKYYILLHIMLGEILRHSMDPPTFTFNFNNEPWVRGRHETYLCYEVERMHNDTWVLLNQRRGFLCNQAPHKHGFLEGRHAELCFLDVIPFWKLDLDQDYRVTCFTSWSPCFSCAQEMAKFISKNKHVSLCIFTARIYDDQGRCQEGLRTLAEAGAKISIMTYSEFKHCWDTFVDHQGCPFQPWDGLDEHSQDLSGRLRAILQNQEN
#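 Read-out is eYFP fluorescence (Ex 488/Em 500-530) from Vif-expressing HeLa A3G-eYFP cells; more signal means A3G escaped Vif-mediated degradation. Cells plated overnight, compound pinned in, incubated overnight at 37 deg C.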
# RGS4 inh = inhibitors of human regulator of G protein signaling 4. 0.039% of 390,000 active. AID 504845. Transcreener GDP fluorescence polarization, RGS4-accelerated GTP hydrolysis. Potency, µM (doses to about 114 µM), for inactives: at the top dose activity change, negative = inhibition, hits mostly inhibitors; note: % is set by controls: 0 for no effect and ±100 for the full control effect; nearly all actives have a fitted effect of over 75% in size; some results filed as inactive show a strong effect at the top dose
# Target sequence (P49798 whole entry, looked up): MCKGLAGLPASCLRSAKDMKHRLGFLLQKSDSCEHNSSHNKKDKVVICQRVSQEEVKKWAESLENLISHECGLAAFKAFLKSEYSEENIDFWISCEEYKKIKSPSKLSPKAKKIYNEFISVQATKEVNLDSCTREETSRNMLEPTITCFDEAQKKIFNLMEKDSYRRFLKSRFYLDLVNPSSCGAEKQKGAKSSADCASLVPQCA
#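 MLSMR compounds (23 nl, pin-transferred) preincubated 10 min at room temperature with a 500nM (2x) first reagent, then RGS4 at 900nM (2x) plus Transcreener GDP mix added; fluorescence polarization (620/688 nm) read before and after 90 min at 30 °C.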
# TrxR1 substrate = substrates of rat thioredoxin reductase 1; Potency, µM (titrated, usually from 114 µM), inactives show at the highest dose activity change, negative = substrate turnover; O89049; 0.01% of 390,000 active; AID 588456; purified TrxR1 substrate turnover, NADPH consumption readout; note: % is set by controls: 0 for no effect and ±100 for the full control effect; nearly all actives have a fitted effect of over 50% in size
#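 Rat TrxR1, dispensed at 90 nM, was prereduced with 400 uM NADPH (final) for 5 min at ~22 deg C, then incubated with compound 15 min before 400 uM selenite. A first-read NADPH fluorescence drop versus no-compound background flagged substrates.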
# mIDH1 inhibitor = human IDH1 R132H inhibition | AID 602179 | IDH1-R132H enzyme, NADPH consumption, diaphorase/resazurin fluorescence | Potency, µM (doses to about 76.6 µM), for the others: at the highest dose activity change, negative = inhibition, actives largely listed as inhibitors | 0.093% of 390,000 active | O75874; note: % is set by controls: 0 for no effect and ±100 for the full control effect; nearly all actives have a fitted effect of over 65% in size
#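 IDH1-R132H (0.5 ug/mL) preincubated 30 min with compound, then NADPH (0.016 mM) and alpha-KG (2 mM) added; 80 min at RT, pH 7.5. Remaining NADPH coupled via diaphorase/resazurin to fluorescence (540/590 nm); concentration-response curves normalized to no-enzyme control.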
# Vif-A3F inh = blocks the Vif interaction with APOBEC3F | HeLa A3F-eYFP + Vif (tagged APOBEC3F with the HIV-1 protein that degrades it), YFP fluorescence increase | Potency, µM (highest dose often 46.1 µM), for the others: at the top dose activity, negative = active | 0.2% of 390,000 active | AID 602313; note: % of control where 0% means no effect; nearly all actives have a fitted effect of over 65% in size
#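 Fluorescence increase (Ex 488/Em 500-530) after overnight compound treatment at 37 deg C flags inhibition of Vif-driven A3F-eYFP loss in stable HeLa A3F-eYFP/Vif cells seeded overnight beforehand.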
# USP1-UAF1 inh = USP1/UAF1 (human) deubiquitinase inhibition; Potency, µM (highest dose often 57.1 µM), for inactives: at the top dose activity change, negative = inhibition, actives largely listed as inhibitors; recombinant USP1/UAF1, Ub-Rhodamine cleavage fluorescence; O94782; AID 743255; 0.23% of 390,000 active; note: % is set by controls: 0 for no effect and ±100 for the full control effect; nearly all actives have a fitted effect of over 60% in size; inactives centre near -12
#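 USP1/UAF1 complex at 1 nM was preincubated with compound for 15 min at room temperature, then Ub-Rho substrate (150nM final) was added. Fluorescence (480/540 nm) was read kinetically, 6 reads every 60 seconds.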
# rTrxR1 inhibitor = rat TrxR1 inhibition | O89049 | recombinant rTrxR1, NADPH fluorescence consumption, selenite substrate | Potency, µM (doses to about 114 µM), without a hit: top-dose activity change, negative = inhibition, most hits filed as inhibitors | 1% of 390,000 active | AID 588453; note: % is set by controls: 0 for no effect and ±100 for the full control effect; nearly all actives have a fitted effect of over 65% in size
#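 Rat TrxR1 (90 nM in the dispensed reagent) was pre-reduced with 400 uM NADPH for 5 min at room temperature, then incubated with compound for 15 min. After 400 uM selenite was added, NADPH fluorescence (Ex 340/Em 450 nm) was followed for 8 min.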
# RXFP1 ag = RXFP1 (human) receptor agonism. Q9HBX9. HEK293T-RXFP1 cAMP TR-FRET, 30 min; response scale: percent of porcine relaxin response, buffer zero. Potency, µM (titrated, usually from 57.5 µM), for inactives: top-dose activation, hits mostly activators. 0.3% of 370,000 active; note: % is set by controls: 0 for no effect and ±100 for the full control effect; nearly all actives have a fitted effect of over 60% in size; many of its hits are not listed in these tables
#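 HEK293T cells stably expressing RXFP1 were pretreated with the PDE4 inhibitor Ro 20174, exposed to compounds for 30 min at 37C, lysed, and cAMP was read by TR-FRET. Data normalized to buffer (basal) and 29 nM porcine relaxin (100%).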
# An asterisk follows results filed as active; ? = inconclusive; · = no result given; [ ] = another dose, or the depositor's remark. Calls come from the whole dose curve; as a rule, active = well fitted curve in the direction sought with a large enough effect; inconclusive = small, poorly fitted or top-dose-only effect, or another doubt; inactive = no such curve, though single readings can be large; an effect the other way counts as inactive or inconclusive. Potency is the fitted concentration of half-maximal effect. The list is partial; count on the stated rates, not on these rows.
no. | Molecule | 12-LOX inh | Vif-A3G inh | RGS4 inh | TrxR1 substrate | mIDH1 inhibitor
1 | O=C1NCCN1c1ncc([N+](=O)[O-])s1 | 19% | -2% | 23% | -2% | 27%
2 | Cc1cccn2c(=O)c(C=C(C#N)C#N)c(N3CCN(c4cccc(Cl)c4)CC3)nc12 | -14% | 0% | -21% | -2% | 4%
3 | FC(F)(F)c1cccc(Cn2nnnc2-c2ccc(Cl)cc2)c1 | 1% | 3% | -14% | -1% | 3%
4 | COc1cc(NC(=S)NCc2ccco2)cc(OC)c1 | 0% | 1% | -1% | -10% | 5%
5 | CCOC(=O)c1c(NC(=O)CC)sc(C(=O)NC2CCCC2)c1C | -4% | 2% | -6% | -4% | -1%
6 | Cc1ccc(S(=O)(=O)N[C@H](C(=O)Oc2ccc3c(C(F)(F)F)cc(=O)oc3c2)c2ccccc2)cc1 | · | 3% | 15% | 28%[57.1 µM] | 4%
7 | CCCCCc1ccc(OCCCC[n+]2cccc(C)c2)c(CCCCC)c1 | ? | 1% | -2% | 5%[57.1 µM] | 10%
8 | NS(=O)(=O)c1ccc(CCNC(=O)c2ccccc2OCc2ccc(F)cc2)cc1 | 20% | -7% | -11% | 9% | 5%

no. | Vif-A3F inh | USP1-UAF1 inh | rTrxR1 inhibitor | RXFP1 ag
1 | 10% | 2% | 6% | 0.5%
2 | -9% | -16% | -18% | 5.1%
3 | -6% | -16% | 18% | 0.3%
4 | 0% | -3% | -10%[57.1 µM] | -1.6%
5 | -9% | -3% | 12%[57.1 µM] | 4.7%
6 | 0% | -11% | -18%[57.1 µM] | 11%
7 | -14% | ? | 7%[57.1 µM] | 3.5%
8 | 2% | -13% | 20% | -2.1%

# Some values from the results shown.
# Reading for NS(=O)(=O)c1ccc(CCNC(=O)c2ccccc2OCc2ccc(F)cc2)cc1 in rTrxR1 inhibitor: 20%
# Reading for CCCCCc1ccc(OCCCC[n+]2cccc(C)c2)c(CCCCC)c1 in mIDH1 inhibitor: 10%
# Reading for FC(F)(F)c1cccc(Cn2nnnc2-c2ccc(Cl)cc2)c1 in 12-LOX inh: 1%
# Reading for CCOC(=O)c1c(NC(=O)CC)sc(C(=O)NC2CCCC2)c1C in 12-LOX inh: -4%
# Reading for O=C1NCCN1c1ncc([N+](=O)[O-])s1 in RGS4 inh: 23%
# Reading for Cc1ccc(S(=O)(=O)N[C@H](C(=O)Oc2ccc3c(C(F)(F)F)cc(=O)oc3c2)c2ccccc2)cc1 in mIDH1 inhibitor: 4%

# (more compounds)
no. | Molecule | 12-LOX inh | Vif-A3G inh | RGS4 inh | TrxR1 substrate | mIDH1 inhibitor
9 | CC1CCN(C(=O)COC(=O)c2cc3ccccc3oc2=O)CC1 | 2% | -4% | 6% | 25% | 2%
10 | Cc1ccc(S(=O)(=O)NN2C(=O)/C(=C/c3ccccn3)SC2=S)cc1 | ? | -7% | -24% | -13% | 3%
11 | COc1ccc(N2CCN(C(=O)c3noc4c3CCCCC4)CC2)cc1 | -23% | 5% | 4% | -1% | -21%
12 | Cc1ccn2c(CNC(C)CCn3cccn3)c(C(=O)N3CCCCCC3)nc2c1 (stereo not given) | 0% | 1% | 31% | 3% | 2%
13 | O=C(NCCN1CCCC1)c1ccc(CS(=O)(=O)c2c(Cl)cccc2Cl)o1 | 412%[activator] | 2% | -33% | -8%[57.1 µM] | 14%
14 | O=C(CSc1n[nH]c(-c2ccco2)n1)Nc1ccc(Br)cc1 | · | -5% | ? | -3% | 0%
15 | Cc1ccc(C(=O)c2cn(Cc3ccccc3)c3c(F)cc(F)cc3c2=O)cc1 | 1% | 9% | 10% | -6% | -10%
16 | COc1ccc(/C=N/NC(=O)c2ccc3c(c2)OCO3)cc1 | -6% | -20% | 27% | -6% | 3%

no. | Vif-A3F inh | USP1-UAF1 inh | rTrxR1 inhibitor | RXFP1 ag
9 | 9% | -4% | 26% | ·
10 | -6% | -9% | -14% | 1.0%
11 | -1% | -11% | 21% | -4.9%
12 | 5% | -13% | 17% | -1.8%
13 | 1% | -15% | -4%[57.1 µM] | -0.4%
14 | 4% | -2% | 0% | 2.4%
15 | -4% | 5% | 1% | 2.2%
16 | 0% | -24% | -6% | -5.4%

# Next part (4 carried over from the part before).
no. | Molecule | 12-LOX inh | Vif-A3G inh | RGS4 inh | TrxR1 substrate | mIDH1 inhibitor
13 | O=C(NCCN1CCCC1)c1ccc(CS(=O)(=O)c2c(Cl)cccc2Cl)o1 | 412%[activator] | 2% | -33% | -8%[57.1 µM] | 14%
14 | O=C(CSc1n[nH]c(-c2ccco2)n1)Nc1ccc(Br)cc1 | · | -5% | ? | -3% | 0%
15 | Cc1ccc(C(=O)c2cn(Cc3ccccc3)c3c(F)cc(F)cc3c2=O)cc1 | 1% | 9% | 10% | -6% | -10%
16 | COc1ccc(/C=N/NC(=O)c2ccc3c(c2)OCO3)cc1 | -6% | -20% | 27% | -6% | 3%
17 | Cc1sc2nc(CC(=O)NN)[nH]c(=O)c2c1C | 13% | 1% | -30% | -3% | 3%
18 | O=C(CN1CCN(C(=O)c2ccco2)CC1)Nc1ccc(Cl)c(S(=O)(=O)N2CCOCC2)c1 | -8% | -6% | -19% | -4% | -1%
19 | CC1(C)CC(=O)C(C=Nc2ccc3c(c2)OCO3)=C(O)C1 | -4% | -1% | -13% | 8%[57.1 µM] | 6%
20 | NS(=O)(=O)c1ccc(CCNC(=O)c2cccc(S(=O)(=O)N3CCCC3)c2)cc1 | -13% | 2% | 2% | 2% | 10%

no. | Vif-A3F inh | USP1-UAF1 inh | rTrxR1 inhibitor | RXFP1 ag
13 | 1% | -15% | -4%[57.1 µM] | -0.4%
14 | 4% | -2% | 0% | 2.4%
15 | -4% | 5% | 1% | 2.2%
16 | 0% | -24% | -6% | -5.4%
17 | 0% | -3% | 12% | 3.0%
18 | 4% | -19% | 7%[57.1 µM] | 1.2%
19 | 3% | -15% | 5%[57.1 µM] | -0.4%
20 | 0% | -21% | 17% | 1.1%
